Bioassay records: PubChem, several laboratories
PostGolgi ctrl – inhibits growth of the yeast control strain | efflux-deficient yeast background strain, growth absorbance A615, 16 h | inhibition, % at 10 µM | actives 5% (n = 98,000) | AID 738
CYP2C19 inh – inhibitors of human CYP2C19; actives 21% (n = 96,000); AID 778; CYP2C19 Supersomes, luciferin-H EGE luminescence, 30 min; inhibition, % at 5 µM; P33261;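 active means CYP2C19 inhibition above a set limit at 5 µM in the primary screen, cut at about 50% in these data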;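 further: plate controls were negative control wells for no effect and 2.5 mM tranylcypromine positive control for full effect; values of inactives mirror those of a sister screen read the other way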
PostGolgi yeast – growth inhibition of a yeast mutant, post-Golgi transport screen | post-Golgi transport phenotypic cell assay | AID 739 | inhibition, % at 10 µM | actives 0.9% (n = 98,000);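 further: yeast cells grown in 1536-well plates; yeast grown about 18 h at 30C before absorbance read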
hDAT+cocaine – changed human dopamine transporter uptake under cocaine IC80; actives 1.3% (n = 110,000); LLC-PK1 hDAT cells, [14C]-dopamine uptake with cocaine IC80; actives deviate in either direction; Q01959; B-score at 10 µM;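 active means Z score or B-score, a plate-position-corrected score, falls beyond the plate's 99.7% confidence bounds, in either direction; inactive means both scores lie inside the 99.7% bounds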;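 further: scored against the spread of the other compound wells on the same plate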
Target sequence (Q01959 whole entry, looked up): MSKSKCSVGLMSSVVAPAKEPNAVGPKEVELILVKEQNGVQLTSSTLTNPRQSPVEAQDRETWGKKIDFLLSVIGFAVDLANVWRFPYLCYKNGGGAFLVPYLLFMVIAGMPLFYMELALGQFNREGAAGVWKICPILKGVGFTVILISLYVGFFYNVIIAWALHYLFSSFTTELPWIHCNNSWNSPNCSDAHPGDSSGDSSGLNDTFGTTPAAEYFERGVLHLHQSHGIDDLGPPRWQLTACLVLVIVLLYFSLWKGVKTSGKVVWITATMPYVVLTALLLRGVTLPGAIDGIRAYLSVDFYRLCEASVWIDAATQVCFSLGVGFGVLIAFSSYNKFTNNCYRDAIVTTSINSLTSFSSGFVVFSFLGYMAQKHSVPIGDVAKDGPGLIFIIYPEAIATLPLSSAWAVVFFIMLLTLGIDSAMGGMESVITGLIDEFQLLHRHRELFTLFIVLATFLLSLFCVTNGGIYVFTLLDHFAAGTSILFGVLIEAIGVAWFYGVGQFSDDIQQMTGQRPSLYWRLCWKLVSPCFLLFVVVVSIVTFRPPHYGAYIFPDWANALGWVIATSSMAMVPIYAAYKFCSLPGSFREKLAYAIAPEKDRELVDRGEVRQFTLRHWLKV
S1P2 blocker – blocks the human S1P2 receptor; AID 736; actives 0.21% (n = 97,000); cell-based S1P2 antagonist assay, inhibition at 5 uM; inhibition, % at 5 µM; in the data active means inhibition above about 45%;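 further: CRE beta-lactamase reporter cells expressing human S1P2 stimulated with S1P; 0% = agonist at EC80 alone and 100% = agonist plus reference antagonist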
Target sequence (O95136 whole entry, looked up): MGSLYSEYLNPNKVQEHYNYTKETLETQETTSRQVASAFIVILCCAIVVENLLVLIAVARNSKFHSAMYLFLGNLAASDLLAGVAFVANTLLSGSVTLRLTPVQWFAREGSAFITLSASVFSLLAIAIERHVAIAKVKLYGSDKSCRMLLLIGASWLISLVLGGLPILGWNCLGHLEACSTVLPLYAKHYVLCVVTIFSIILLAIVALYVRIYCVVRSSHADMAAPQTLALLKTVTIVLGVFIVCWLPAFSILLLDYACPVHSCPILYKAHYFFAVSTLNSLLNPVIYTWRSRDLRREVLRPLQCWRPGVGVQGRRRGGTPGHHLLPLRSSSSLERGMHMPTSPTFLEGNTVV
sEH inh – soluble epoxide hydrolase (human) inhibition | P34913 | recombinant human sEH enzymatic activity assay | inhibition, % at 2 µM | actives 0.34% (n = 91,000) | AID 707; in the data active means inhibition above about 80%; further: values of inactives mirror those of a sister screen read the other way; many of its hits are not listed in these tables
S1P2 ag – S1P2 (human) receptor agonism | O95136 | S1P2-expressing cell line, agonist reporter read-out | activation, % at 4.5 µM | actives 0.46% (n = 97,000); in the data active means activation above about 16%;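 further: 0% = vehicle low control and 100% = maximal reference agonist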
CYP2C19 activ – increases human CYP2C19 enzyme activity | P33261 | recombinant CYP2C19, luciferin-H EGE luminescence; stronger effect = higher value; 0 = fully inhibited enzyme, 1 = untreated enzyme | activation factor at 5 µM | 96,000 tested, under 10 active | AID 1025;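 active means activation factor of at least 2 at 5 µM in the primary screen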;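 further: 0 = wells with 2.5 mM tranylcypromine and 1 = vehicle-only wells; values of inactives mirror those of a sister screen read the other way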
sEH activator – soluble epoxide hydrolase (human) activation | P34913 | purified human sEH enzymatic activity, activator screen | activation, % at 2 µM | actives 0.04% (n = 91,000); in the data active means activation above about 37%; further: values of inactives mirror those of a sister screen read the other way
* = called active by the depositor; · = not tested or not shown. Unless noted, no stated cut-off is given here; in the data, active means inhibition above about 30%; inactive means the rest.

SMILES	PostGolgi ctrl	CYP2C19 inh	PostGolgi yeast	hDAT+cocaine	S1P2 blocker	sEH inh	S1P2 ag	CYP2C19 activ	sEH activator
CC(=O)c1cnc(Nc2nc(C)c3cc(C)c(C)cc3n2)nc1C	-1.4	-1.8	0.0	-0.216	2.5	7.6	-4.7	1	-4.2
Fc1ccccc1Cn1nnc2c(-n3ccnc3)ncnc21	7.0	98.7*	11.9	0.0454	·	·	·	0	·
CCOC(=O)C(NCc1ccco1)(NC(=O)c1ccc(OC)cc1)C(F)(F)F (centres undefined)	10.7	22.9	0.9	0.131	4.0	-1.2	-3.1	0.8	0.0
CCOC(=O)c1c(C)c(C(=O)Nc2ccc3c(c2)OCCO3)c(C)n1C	15.4	15.9	-2.5	-0.0359	·	·	·	0.8	·
C=CCNC(=O)c1oc2ccc(S(=O)(=O)N(CC)CC)cc2c1C	18.6	23.6	2.4	1.48	22.6	-15.4	-11.0	0.8	16.0
Cc1cc(C)c2c(c1)cc(C)c1nnc(SCC(=O)Nc3cc(C)on3)n12	0.0	12.6	-0.8	0.989	-47.8	4.4	-4.7	0.9	-4.5
O=C(Cn1c(=O)n(CC2CCCO2)c(=O)c2ccccc21)N1CCN(c2ccccc2)CC1 (centres undefined)	8.6	-2.1	12.8	-1.13	28.8	·	-0.2	1	·
CC(=N\Nc1ccccc1)/C(=N/O)C(=O)Nc1ccccc1	-1.6	6.6	-6.6	-0.472	3.5	6.9	-4.9	0.9	-7.7
CC(C)(C)NC(=O)c1ccc(COCC(F)(F)F)o1	7.0	-4.4	-23.4	-0.84	-14.4	-10.1	-5.4	1	10.1
Cc1cc(C)nc(NCC(O)COc2ccccc2C)n1 (centres undefined)	-1.8	86.8*	-13.4	-0.393	18.6	-12.6	-5.8	0.1	12.1
Cc1cc(C(F)(F)F)c(C#N)c(=O)[nH]1	·	·	·	0.162	-5.2	-2.7	-6.1	·	2.6
C=CCn1c(Cc2ccc(OC(C)C)c(Cl)c2)nnc1SCC(N)=O	7.5	16.7	-2.3	-0.0988	-14.7	-0.9	-6.7	0.8	0.3
CC(C)CN(CC(C)C)C(=O)Cc1coc2ccc3ccccc3c12	13.9	39.9	-10.6	-1.31	-7.2	2.7	-4.9	0.6	-1.3
O=C(c1ccco1)N1CCN(C(=O)c2cc3c(s2)-c2ccccc2OC3)CC1	-2.7	33.0	4.6	0.211	0.3	14.9	-2.2	0.7	-14.9
CCN1CCN(c2cc(C)c3cc(NC(=O)c4ccc(OC)c(OC)c4)ccc3n2)CC1	3.0	-12.8	-4.9	2.56*	-6.2	-10.5	-4.9	1.1	9.7
Cc1nc2nc(Cc3ccccc3)nn2c(C)c1Cl	1.6	10.8	4.0	-0.0917	-0.8	-12.2	0.8	0.9	12.4
O=C(CS(=O)(=O)c1ccc(Cl)c(Cl)c1)Nc1ccccc1Cl	17.4	0.6	0.8	0.0449	10.4	-0.8	-8.6	1	0.4
CC(C)NC(=O)Cn1cnc2c1c(=O)n(C)c(=O)n2C	-1.3	-18.1	7.0	0.0809	-21.6	-7.6	-4.2	1.2	7.9
COc1ccc(CNn2c(-c3cccc(C)c3)nc3ccccc3c2=O)cc1OC	20.6	80.8*	-13.4	-0.115	1.4	-0.7	-2.2	0.2	-0.2
CSC(=NCCCN1CCOCC1)NS(=O)(=O)c1cccs1	3.0	-3.4	15.6	-0.489	·	·	·	1	·

Some of these compounds in order of their number in hDAT+cocaine, high to low.
smiles	hDAT+cocaine
C=CCNC(=O)c1oc2ccc(S(=O)(=O)N(CC)CC)cc2c1C	1.48
Fc1ccccc1Cn1nnc2c(-n3ccnc3)ncnc21	0.0454
O=C(CS(=O)(=O)c1ccc(Cl)c(Cl)c1)Nc1ccccc1Cl	0.0449
O=C(Cn1c(=O)n(CC2CCCO2)c(=O)c2ccccc21)N1CCN(c2ccccc2)CC1 (centres undefined)	-1.13

(listing goes on)
SMILES	PostGolgi ctrl	CYP2C19 inh	PostGolgi yeast	hDAT+cocaine	S1P2 blocker	sEH inh	S1P2 ag	CYP2C19 activ	sEH activator
Cc1nn(CC(O)Cn2c3c(c4ccccc42)CCN(C)C3=O)c(C)c1Br (centres undefined)	43.3*	90.7*	-8.2	1.1	2.1	7.6	-7.1	0.1	-4.2
Cc1cc(C)c2c(=O)n(CC(=O)N3CCC(N4CCCCC4)CC3)sc2n1	6.1	9.4	-2.4	0.601	-2.9	13.6	-2.5	0.9	-10.5
CCCn1c(NCc2c[nH]c3ccccc23)nc2ccccc21	-0.1	71.1*	-4.0	0.815	-30.6	-8.0	21.5*	0.3	4.9
CC1(C)Cc2c(C#N)c(NCCc3ccccc3)nc(-c3ccco3)c2CO1	16.1	11.8	5.6	-0.0125	·	·	·	0.9	·
COCCn1nnnc1C(c1ccc(OC)cc1)N1CCN(c2ccccc2F)CC1 (centres undefined)	-3.1	·	-3.6	-0.017	24.2	·	-4.3	·	·
Cc1ccc(SCc2noc(C(=O)NC(C)C)c2C(=O)O)cc1C	-3.2	10.7	-0.5	-0.144	0.4	0.3	-7.5	0.9	5.7
Cn1cnnc1SCC(=O)Nc1sc2c(c1C#N)CCCCC2	0.8	·	-1.8	0.192	11.0	3.0	-6.6	·	-4.9
Cc1ccc(N2CC(C(=O)NCCCn3ccnc3)CC2=O)cc1 (centres undefined)	-6.8	85.2*	-4.2	-0.146	7.4	-4.3	0.4	0.1	7.4
COC(=O)c1c(NC(=O)Cc2cccs2)sc(C(=O)NC2CCCCC2)c1C	·	·	·	-0.122	4.7	5.0	-0.5	·	-2.2
O=C(OCc1nc2ccc(Cl)cc2n1CCO)c1ccc2c(c1)OCO2	10.9	17.4	28.2	-0.0377	-25.2	-3.7	-9.7	0.8	4.4
CCNc1nc(NC(C)C)nc(Oc2ccc(OCCOc3ccc(C)cc3)nn2)n1	9.1	39.9	-4.4	1.11	2.5	-5.5	-5.6	0.6	5.1
O=C(CSc1nnc(-c2ccccc2O)o1)Oc1ccc(Br)cc1	-3.0	8.4	-7.1	-0.000862	14.3	-2.3	-5.5	0.9	5.1
CCOc1ccc(S(=O)(=O)N2CCCCC2)c2ccccc12	17.0	45.4	-4.0	0.0618	2.0	-0.1	-4.8	0.5	1.3
COc1ccccc1NC(=O)C1=C(C)Nc2nnnn2C1c1ccccn1 (centres undefined)	-12.7	1.8	7.3	-0.0101	8.8	1.6	-7.6	1	0.6
O=c1[nH]c(N2CCOCC2)nc2ncn(Cc3ccccc3)c12	2.2	32.0	-2.7	0.0195	5.9	4.7	-2.1	0.7	0.2
O=C(CSc1ncnc2c1oc1ccccc12)Nc1ccc2c(c1)OCCO2	·	·	·	-0.41	-9.6	52.5	-5.1	·	-50.1
NC(=O)CSc1nc2sc3c(c2c2ncnn12)CCCC3	-0.1	16.4	1.7	-0.413	-1.2	-22.8	0.3	0.8	19.9
CC(C)C[C@H](NC(=O)OC(C)(C)C)C(=O)N1CCC(C(=O)N[C@@H](Cc2ccccc2)C(=O)O)CC1	0.5	·	0.9	·	-3.9	·	0.4	·	·
CN1/C(=C\P(=O)(N(C)C)N(C)C)C(C)(C)c2ccccc21	2.0	-0.5	-4.4	0.565	13.3	2.6	0.7	1	-1.5
Nc1nc(Nc2ccc(Cl)cc2Cl)nc(C(F)(F)F)n1	17.1	16.5	13.4	-0.177	-26.4	-0.9	1.7	0.8	1.6
CC(NC(=O)C1CCN(S(=O)(=O)N2CCCCCC2)CC1)c1ccccc1 (centres undefined)	3.4	21.9	4.2	-0.144	7.4	-8.5	-6.6	0.8	9.2
CCCCNC(=O)Cn1c(-c2ccc(OC)cc2)noc1=O	6.4	65.1*	13.6	0.803	-4.6	10.6	-5.0	0.3	-11.0
COc1ccc(/C=C2\CCCC(C(=O)C(F)(F)F)=C2O)cc1	1.8	-13.8	-8.3	-1.94	-37.4	1.8	-2.3	1.1	-1.5
O=C(CCn1cccc1)Nc1ccccc1F	20.6	22.0	7.1	0.196	-7.1	6.4	-1.1	0.8	-7.6
CCOC(=O)c1cnn2c(C(F)(F)F)cc(-c3cn(C)nc3C)nc12	-1.0	57.1*	3.3	0.74	-22.7	-0.2	-0.7	0.4	0.3
CCn1c(=O)n(CC(=O)Nc2cc(OC)ccc2OC)c(=O)c2ccccc21	-6.1	22.1	-4.4	0.413	-7.6	10.7	-1.5	0.8	-5.9
CC(=O)c1cccc(NC(=O)Nc2cnn(Cc3ccc(F)cc3)c2)c1	-2.4	32.6	1.2	1.57	·	·	·	0.7	·
COC(=O)c1sc(S(=O)(=O)N2CCCCC2C(=O)O)c(C(=O)OC)c1C (centres undefined)	3.2	-12.5	19.9	-1.12	-3.4	3.4	-4.7	1.1	-0.5
S=c1[nH]nc(-c2ccccc2)n1CC1CCCO1 (centres undefined)	0.3	3.1	16.3	-0.976	27.5	5.6	-0.1	1	-5.6
Cc1ccc(-c2noc(CN3C(C)CCCC3C)n2)cc1 (centres undefined)	1.9	50.9*	-2.5	-1.14	-0.5	-11.9	-3.0	0.5	10.9
Nc1ccc2nc(-c3cccs3)[nH]c2c1	·	·	·	-1.33	-13.7	3.2	-3.5	·	0.5
Cc1cccc(N(C(=O)c2sc(C)nc2C)C(C(=O)NCc2ccco2)c2ccccc2)c1 (centres undefined)	9.1	14.9	0.8	-1.76	10.1	0.0	-1.7	0.9	1.0
CCCC(=O)C1CCN(Cc2ccccc2)CC1	4.7	30.5	13.2	-0.109	-7.6	0.1	-2.3	0.7	1.9
CC1(C(=O)N2CC3(CC(c4ccccc4)=NO3)C[C@H]2C(=O)NCC(N)=O)CC1 (some centres undefined)	8.9	6.6	-0.5	0.565	-9.3	10.8	-9.7	0.9	-9.8
CC(C)(C#N)Nn1cnnc1	·	·	·	1.03	0.8	2.3	1.2	·	-1.0
O=C(c1ccco1)N1CCN(C(=O)c2ccccc2OC(=O)C23CC4CC(CC(C4)C2)C3)CC1	3.1	78.7*	-12.4	-0.185	-1.6	-16.7	2.1	0.2	15.8
Cc1c(C(=O)O)nn(-c2ccccc2)c(=O)c1C#N	0.6	-8.1	-2.0	0.097	-0.4	·	0.0	1.1	·
CCc1nc(SCC(=O)N2CC(=O)Nc3ccccc32)c2c(C)c(C)sc2n1	15.6	4.5	0.6	-0.853	-11.8	0.9	3.9	1	2.2
Cc1ccc(N2C(=O)/C(=C\c3ccco3)SC2=S)cc1	32.0*	2.4	-5.9	-0.502	15.3	-5.3	-5.3	1	2.7
CCn1ncc(Br)c1C(=O)Nc1ccc(F)cc1F	1.0	24.8	13.0	-1.13	-9.5	12.9	-1.9	0.8	-13.7
O=C1C2C3C=CC(C3)C2C(=O)N1c1n[nH]c(-c2cccnc2)n1 (centres undefined)	8.1	2.9	2.7	-0.701	26.4	-12.9	-5.4	1	12.1
C=CCn1c(SCC(=O)Nc2cc(OC)c(NC(=O)c3ccco3)cc2OC)nnc1-c1ccncc1	·	·	·	-0.365	-19.9	5.2	-0.5	·	-2.3
CCOC(=O)c1ccc(Cn2c(-c3ccccc3)nnc2-c2ccccc2)o1	20.5	30.8	-0.4	0.065	-37.1	1.2	-3.5	0.7	2.1
COC(=O)c1ccccc1CCC(C)=O	2.9	19.1	9.3	-0.254	-6.8	12.1	-12.1	0.8	-9.4
COc1ccc(C)cc1NC(=O)CSc1nnc(-c2ccco2)n1N	3.9	-6.3	1.2	-0.435	7.9	-0.2	-6.3	1.1	-0.1
COC(=O)c1sc2ncccc2c1OCc1c(Cl)cccc1Cl	9.9	33.0	4.0	-1.27	-4.0	-12.6	-2.6	0.7	9.6
CC(=O)Nc1cccc(NS(=O)(=O)Cc2ccc(Cl)cc2)c1	11.8	96.5*	7.1	0.357	-22.0	2.4	-0.6	0	0.6
CC(C)(C)C(=O)Nc1nnc(CSCc2ccccc2F)s1	-2.1	58.7*	-5.8	-0.197	-10.5	9.2	-2.0	0.4	-10.3
